High-throughput results (PubChem)
Cneo AK release: Cryptococcus neoformans lysis via adenylate kinase release; C. neoformans lysis, adenylate kinase release luminescence, 4 h; normalised: neutral wells 0, clomiphene wells 100; lysis activity, % at 15 µM; hit rate 0.2% among 360,000; AID 651654;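 active means mean lysis activity across replicates of at least 80%, whatever share of replicates individually reach that level; inactive means mean lysis activity below 80%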
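read-out = cell lysis signal | test system = log-phase Cryptococcus neoformans yeast cells | input = cells at 5 × 10^6 per mL | medium = fresh YPD growth medium | signal = luminescent adenylate kinase detection reagent | timing = 4 h at 37 °C static, read 1 h later | dosing = single dose | controls = Clomiphene as positive lysis control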
FN deposit inh: fibronectin deposition inhibition; hit rate 0.086% among 350,000; AH1F fibroblasts, Alexa488-fibronectin deposition fluorescence, overnight; inhibition, % at 12.6 µM; AID 743247;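 active means mean inhibition across replicates of 30% or more, regardless of how many single replicates reach that level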;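 further: positive control wells lacked labelled fibronectin entirely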
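Assay system: AH1F fibroblast monolayer, labelled fibronectin deposition. Amount: 10000 cells per well. Also added: labelled fibronectin 24 nM. Compound: single-point pinned compound. Incubation: cell attachment 1 h, compound and FN exposure overnight. Detection: fluorescence after three HBSS washes, excitation 485 nm, emission 525 nm. Read-out: inhibition of fibronectin deposition signal.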
PGC1a acetyl inh: modulators of PGC1a acetylation | U2OS PGC1a acetylation, AlphaScreen anti-acetyl-lysine; with virally co-expressed GCN5 acetyltransferase | inhibition, % at 15.6 µM | hit rate 0.17% among 350,000 | AID 651687;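 active means every replicate shows inhibition of at least 40%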;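 further: 0% = neutral control wells and 100% = positive control wells; some results beyond the cut were filed as inactive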
EWS-Fli block: EWS/Fli transcriptional activity inhibition | hit rate 0.67% among 350,000 | A673 NR0B1-luciferase reporter, viability-normalised | AID 651661 | inhibition, % at 12.6 µM;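 active means mean inhibition of at least 50% after viability correction, with every replicate also passing that limit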;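 further: firefly luciferase signal divided by Alamar Blue viability fluorescence both relative to DMSO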
CASP6 VEID inh: caspase-6 (human) enzyme inhibition | purified caspase-6, Z-VEID-R110 cleavage fluorescence | hit rate 0.53% among 350,000 | P55212 | inhibition, % at 12.5 µM;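 active means mean inhibition across replicates at least about 35%, with every replicate also reaching that limit, limit read from the data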;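 further: 0% = median of neutral control wells and 100% = no fluorescence left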
Target sequence (P55212 24-179 limits assumed): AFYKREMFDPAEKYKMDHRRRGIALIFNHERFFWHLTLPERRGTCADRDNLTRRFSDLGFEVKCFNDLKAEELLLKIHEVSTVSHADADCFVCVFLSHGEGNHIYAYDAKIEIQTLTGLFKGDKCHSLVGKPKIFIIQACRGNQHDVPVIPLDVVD
Target sequence (P55212 194-293 limits assumed): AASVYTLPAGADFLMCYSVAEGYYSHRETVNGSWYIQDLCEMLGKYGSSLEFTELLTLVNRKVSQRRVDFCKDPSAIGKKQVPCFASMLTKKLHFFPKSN
LGR2 antag: Drosophila LGR2 receptor signaling inhibition; inhibition, % at 9.99 µM; HEK293 LGR2, CRE-luciferase, bursicon-stimulated, 4 h; AID 720647; hit rate 0.35% among 380,000;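 active means drop in luminescence signal, shown as inhibition above about 50% in the replicate tests, limit read from the data, passing the limit was not always enough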;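 further: agonist challenge used bursicon conditioned medium at about half maximal strength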
PAX8 reporter: inhibitors of PAX8 transcriptional activity in RMG-I cells; inhibition, % at 12.6 µM; RMG-I TPO-luciferase reporter, SteadyGlo, 24 h; hit rate 1.2% among 360,000;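 active means mean replicate inhibition at least 60% with every replicate also reaching 60%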;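 further: luciferase light reporting Pax8 driven TPO promoter activity; plate controls were median of neutral control wells for no effect and mitoxantrone controls for full effect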
miR-122 sensor: blocks miR-122 activity in Huh7 sensor cells; Huh7 miR-122 Renilla luciferase sensor, 48 h; neutral wells = 0, positive control = 100; activation (reporter increase), % at 12.5 µM; hit rate 0.3% among 340,000; AID 602342;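 active means mean replicate activation score at least 90 and every replicate individually at or above 90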;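 further: higher luciferase means less miR-122 activity so hits act as miR-122 inhibitors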
* marks the source's active call; other numbers are inactive results; nt = no result given; [ ] = another dose, or the depositor's remark.

SMILES	Cneo AK release	FN deposit inh	PGC1a acetyl inh	EWS-Fli block	CASP6 VEID inh	LGR2 antag	PAX8 reporter	miR-122 sensor
COc1ccccc1/C=C1\SC(=S)N(CCC(=O)NCCCn2ccnc2)C1=O	-1	6	-121	nt	-8	21	-2	4
O=C(O)Cc1ccc(NC(=O)C2CCCCC2C(=O)O)cc1 (stereo unspecified)	1	-4	11	nt	nt	nt	nt	1
C[C@H]1CN([C@@H](C)CO)C(=O)c2cccc(NC(=O)CCCCCC(=O)Nc3ccccc3N)c2O[C@H]1CN(C)S(=O)(=O)c1ccc(Cl)cc1	nt	-16	3	39	1	2	nt	34[16.7 µM]
O=[N+]([O-])c1ccccc1S(=O)(=O)N1CCN(Cc2cccc(OCCO)c2)CC1	15	nt	-6	-3	0	nt	13	nt
COc1ccc(NC(=O)Nc2ccc3c(c2)C(=O)N([C@@H](C)CO)C[C@@H](C)[C@H](CN(C)C(=O)Nc2cccc4ccccc24)O3)cc1	4	-14	-9	-7	-2	-4	2	1[16.7 µM]
Cc1ccc2ncnc(-c3ccccc3)c2c1	0	1	nt	8	-2	2	-21	nt
CCCCCC(=O)N1CC2(CC(c3cccc(NC(=O)COc4ccc(Cl)cc4)c3)=NO2)C[C@@H]1C(N)=O (stereo partly specified)	-11	-2	-20	9	1	2	5	-4
CCN(CC)C(=S)NC(=O)c1ccc(F)cc1	5	-1	nt	16	-1	-27	1	-8
COc1ccccc1NC(=O)Nc1nc(C(N)Cc2ccc(C(F)(F)F)cc2)cs1 (stereo unspecified)	1	-4	nt	14	0	-1	-2	2
CN(C(=O)c1ccc2c(c1)C(=O)N(CCC1=CCCCC1)C2=O)C1CCCCC1	-1	-7	0	-8	4	2	10	3
Cc1noc(C)c1COC(=O)/C=C/c1ccccc1Cl	nt	-1	nt	3	-4	-26	-5	nt
Cc1cccc(CN2CCC(C(=O)Nc3ccc(Oc4cccnc4)cc3)CC2)c1	6	nt	nt	nt	-1	-31	-3	nt
CCOC(=O)Cc1csc(NC(=O)c2c(O)c3ccccc3n(CC(C)C)c2=O)n1	2	nt	1	17	3	15	nt	-3
O=C(O)CCCNC(=O)/C(=C\C=C\c1ccccc1)NC(=O)c1ccccc1Cl	nt	1	-24	8	-1	9	-10	nt
Cc1nc(-c2ccc([N+](=O)[O-])cc2)c(-c2ccccc2)o1	-1	8	0	8	-2	-17	-14	-12
COc1ccc(NC(=O)N(C)C[C@H]2Oc3ccc(NC(=O)Nc4ccccc4)cc3CC(=O)N([C@H](C)CO)C[C@H]2C)cc1	46	4	6	-4	-1	8	nt	-9[16.7 µM]
Cn1c(=O)c2c(nc(CN3CCN(C(=O)c4ccco4)CC3)n2CCCc2ccccc2)n(C)c1=O	-1	-1	-17	10	1	-18	24	-1
CN(C)CC#Cc1ccc([C@@H]2[C@H]3CN(C(=O)C4CCC4)CCCCN3[C@H]2CO)cc1	1	nt	-1	0	-3	2	4	-1[16.7 µM]
C[C@H](CO)N1C[C@H](C)[C@H](CN(C)C(=O)c2ccncc2)OCCCC[C@H](C)Oc2ccc(NC(=O)c3ccncc3)cc2C1=O	6	6	12	nt	5	2	-4	0[16.7 µM]
CCCNC(=O)N[C@@H]1C=C[C@@H](CC(=O)NC2CCC2)O[C@@H]1CO	-2	-20	1	6	-2	-1	8	nt
CCc1ccc(NC(=O)CSc2ccccn2)cc1	nt	-5	6	-18	-2	-87	-99	nt
Cc1ccccc1-c1nc(CN2CCCC(C(=O)NCCCN3CCOCC3)C2)c(C)o1 (stereo unspecified)	1	2	nt	nt	nt	nt	14	-31
Cn1c(SCC(N)=O)nnc1C1CCN(S(=O)(=O)c2ccccc2C(F)(F)F)CC1	-1	2	-11	nt	nt	nt	-18	2
CCn1c(CNc2ccc(C)cc2)nnc1SCC(N)=O	-4	8	-76	nt	nt	nt	2	1
COc1cc(/C=N/NC(=O)C(C)n2nnc3ccccc32)ccc1O (stereo unspecified)	0	nt	0	nt	nt	17	nt	-2
C[C@@H]1CCCCO[C@H](CN(C)S(=O)(=O)c2cn(C)cn2)[C@@H](C)CN([C@H](C)CO)C(=O)c2cc(NS(=O)(=O)c3ccc(Cl)cc3)ccc2O1	61	-10	-5	-16	1	-7	-11	12[16.7 µM]
COC(=O)Cc1nnn2c1[C@H](C)[C@@H](OC)c1ccccc1-2	nt	0	nt	4	-5	-7	-8	nt
COc1cccc(NC(=O)N(C)C[C@H]2Oc3cc(/C=C/c4ccccc4)ccc3S(=O)(=O)N([C@H](C)CO)C[C@H]2C)c1	-28	13	12	6	7	2	nt	nt
CCCc1ccc(-c2cc(C(=O)N3CCN(c4ccccn4)CC3)c3ccccc3n2)cc1	-73	1	nt	nt	-1	37	-44	nt
CSc1ccc(Cl)c(C(=O)NCCOc2cc(C)ccc2C(C)C)c1	4	nt	nt	-14	1	2	nt	-7
O=c1cc(O)nc[nH]1	5	8	17	-10	3	2	-5	-1
COc1ccc(-c2ccc3c(c2)O[C@H](CN(C)C)[C@H](C)CN([C@H](C)CO)S3(=O)=O)cc1	-1	4	-8	-7	-2	9	nt	3[16.7 µM]
COc1ccc(NC(=O)N(C)C[C@H]2Oc3c(NC(=O)CCCCCC(=O)Nc4ccccc4N)cccc3C(=O)N([C@H](C)CO)C[C@@H]2C)cc1	nt	-14	-8	-14	4	-1	-40	nt
CCC(CC)C(=O)N(c1ccc(F)cc1)C1C=CS(=O)(=O)C1 (stereo unspecified)	8	nt	0	-7	-1	5	nt	nt
CC1(C)CC(=O)C(Br)=C(O)C1	nt	2	nt	0	0	-23	6	nt
CC(C)c1ccc(/C=C/C(=O)O)cc1	-1	-17	-5	3	-2	3	7	-11
COc1ccccc1CNC(=O)CN(c1ccc(C)cc1)S(=O)(=O)c1c(C)noc1C	-2	-12	nt	nt	3	10	7	nt
O=C(NC1CCCC1)[C@@H]1[C@@H](CO)[C@@H]2Cn3c(ccc(-c4ccccc4)c3=O)[C@@H]2N1CCc1ccccc1	1	nt	nt	-16	-1	19	nt	-13[16.7 µM]
O=C(N/N=C/c1ccc2c(c1)OCO2)C(=O)Nc1ccc2ccccc2c1	nt	0	nt	-3	-4	-23	-4	nt
O=C(COc1nncc2ccccc12)Nc1ccc(F)c(F)c1	nt	3	-10	2	-5	-9	-3	-4

Given with values under each structure: entries from further up.
The line under a structure holds: Cneo AK release | FN deposit inh | PGC1a acetyl inh | EWS-Fli block | CASP6 VEID inh | LGR2 antag | PAX8 reporter | miR-122 sensor
- COc1ccccc1/C=C1\SC(=S)N(CCC(=O)NCCCn2ccnc2)C1=O
→ -1 | 6 | -121 | nt | -8 | 21 | -2 | 4
- O=C(O)Cc1ccc(NC(=O)C2CCCCC2C(=O)O)cc1 (stereo unspecified)
→ 1 | -4 | 11 | nt | nt | nt | nt | 1
- C[C@H]1CN([C@@H](C)CO)C(=O)c2cccc(NC(=O)CCCCCC(=O)Nc3ccccc3N)c2O[C@H]1CN(C)S(=O)(=O)c1ccc(Cl)cc1
→ nt | -16 | 3 | 39 | 1 | 2 | nt | 34[16.7 µM]
- O=[N+]([O-])c1ccccc1S(=O)(=O)N1CCN(Cc2cccc(OCCO)c2)CC1
→ 15 | nt | -6 | -3 | 0 | nt | 13 | nt
- COc1ccc(NC(=O)Nc2ccc3c(c2)C(=O)N([C@@H](C)CO)C[C@@H](C)[C@H](CN(C)C(=O)Nc2cccc4ccccc24)O3)cc1
→ 4 | -14 | -9 | -7 | -2 | -4 | 2 | 1[16.7 µM]
- Cc1ccc2ncnc(-c3ccccc3)c2c1
→ 0 | 1 | nt | 8 | -2 | 2 | -21 | nt
- CCCCCC(=O)N1CC2(CC(c3cccc(NC(=O)COc4ccc(Cl)cc4)c3)=NO2)C[C@@H]1C(N)=O (stereo partly specified)
→ -11 | -2 | -20 | 9 | 1 | 2 | 5 | -4
- CCN(CC)C(=S)NC(=O)c1ccc(F)cc1
→ 5 | -1 | nt | 16 | -1 | -27 | 1 | -8
- COc1ccccc1NC(=O)Nc1nc(C(N)Cc2ccc(C(F)(F)F)cc2)cs1 (stereo unspecified)
→ 1 | -4 | nt | 14 | 0 | -1 | -2 | 2
- CN(C(=O)c1ccc2c(c1)C(=O)N(CCC1=CCCCC1)C2=O)C1CCCCC1
→ -1 | -7 | 0 | -8 | 4 | 2 | 10 | 3
- Cc1noc(C)c1COC(=O)/C=C/c1ccccc1Cl
→ nt | -1 | nt | 3 | -4 | -26 | -5 | nt
- Cc1cccc(CN2CCC(C(=O)Nc3ccc(Oc4cccnc4)cc3)CC2)c1
→ 6 | nt | nt | nt | -1 | -31 | -3 | nt
- CCOC(=O)Cc1csc(NC(=O)c2c(O)c3ccccc3n(CC(C)C)c2=O)n1
→ 2 | nt | 1 | 17 | 3 | 15 | nt | -3
- O=C(O)CCCNC(=O)/C(=C\C=C\c1ccccc1)NC(=O)c1ccccc1Cl
→ nt | 1 | -24 | 8 | -1 | 9 | -10 | nt

The list goes on:
SMILES	Cneo AK release	FN deposit inh	PGC1a acetyl inh	EWS-Fli block	CASP6 VEID inh	LGR2 antag	PAX8 reporter	miR-122 sensor
Cc1ccc(NC(=O)CCS(=O)(=O)c2cccc3nonc23)cc1	nt	-11	-7	-15	0	2	-4	nt
CCCS(=O)(=O)NC(=O)C1(C)CCN(C(=O)c2cccc(C(F)(F)F)c2)C1 (stereo unspecified)	4	6	4	4	0	-1	nt	-5
COc1ccc(NC(=O)N(C)C[C@@H]2OCCCC[C@H](C)Oc3ccc(NS(=O)(=O)c4ccc(Cl)cc4)cc3C(=O)N([C@H](C)CO)C[C@H]2C)cc1	0	5	-10	-2	2	0	3	-8[16.7 µM]
CC(C)(CO)NC(=O)CC1C(=O)NCCN1Cc1ccc(-c2ccccc2)cc1 (stereo unspecified)	3	-12	-1	-4	-3	3	5	-3
OCc1ccccc1-c1cnc2sc(NCc3ccc(F)cc3)nn12	-1	nt	nt	8	0	-12	11	-5
CC(OC(=O)CN1C(=O)c2ccccc2C1=O)C(=O)N(C)c1ccccc1 (stereo unspecified)	nt	-10	6	0	2	-15	7	0
CCCC#Cc1cnc2c(c1)C(=O)N([C@H](C)CO)C[C@H](C)[C@H](CN(C)C(=O)CCN1CCCCC1)O2	3	8	-4	-4	-2	7	-13	14[16.7 µM]
Cc1ccc(-c2nc3ccc(Cl)cn3c2CC2CCCCC2)cc1	-2	-12	-11	2	-2	-56	-123	1
O=C(N/N=C/c1ccc([N+](=O)[O-])o1)c1ccncc1	8	-8	-11	22	18	10	-30	-5
COc1ccc(NC(=O)C2CC(c3c(F)cccc3Cl)=NO2)cc1OC (stereo unspecified)	8	3	6	-8	9	-2	-11	-2
O=C1CCc2ccccc2N1Cc1ccccc1	-1	5	-2	1	1	1	-3	5
COc1cccc([C@@H]2CC=C(C(=O)O)[C@H](c3ccc(Cl)cc3)N2S(=O)(=O)c2ccc(C)cc2)c1	0	0	nt	1	3	-8	-1	nt
COc1ccc(NC(=O)c2c[nH]c(=O)n(-c3ccc(C)c(C)c3)c2=O)c(OC)c1	1	9	3	14	-2	-19	25	5
O=C(NC(=S)Nc1ccccc1Cl)C1CC1	18	4	2	-31	0	-1	-77	7
